Assay outcomes (PubChem BioAssay)
EPAC1 agonist = EPAC1 (human) agonism; 0.073% of 360,000 active; EPAC1 agonist qHTS, biochemical assay; response scale: 100% = response to 6.5 mM cAMP; O95398; Potency, µM (highest dose often 154 µM), inactives show at the highest dose activation, actives largely listed as activators; AID 720707; further: potency means the concentration at half of the fitted maximal effect; nearly all actives have a fitted effect of over 60% in size
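Compounds were pinned as a concentration titration into mixtures of EPAC1 (100 nM), BODIPY-GDP-loaded Rap1B (250 nM) and GDP (50 uM). After 5 min at room temperature, fluorescence was followed for 30 min; activity was scaled to 6.5 mM cAMP.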
WRN helicase inh = WRN helicase (human) inhibition; Potency, µM (doses to about 114 µM), for inactives: at the highest dose activity change, negative = inhibition, most hits filed as inhibitors; Q14191; 0.46% of 360,000 active; WRN helicase unwinding, fluorescent forked duplex, kinetic; further: potency means the concentration at half of the fitted maximal effect; on the % scale 0 is the no-effect control and ±100 the full control effect; nearly all actives have a fitted effect of over 55% in size
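WRN at 20 nM final was preincubated with compound for 15 min at room temperature; reaction started with 100 nM forked duplex oligonucleotide carrying fluorophore and quencher plus 2 mM ATP (final). Unwinding followed kinetically by red fluorescence (ex 525/em 598 nm).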
CCT modulator = changes cytosolic chaperonin activity. purified chaperonin ATPase assay, HTRF ADP detection, 30 min. activity change, % (test concentration not listed), hits read low. 0.3% of 360,000 active. AID 651819; in the data active means activity change below about -30%; further: on the % scale 0 is the no-effect control and ±100 the full control effect
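We incubate TRiC, 40 or 20 nM final, with library compounds at 76 uM and 10 uM ATP for 30 min at 37 °C. ADP formed is detected with Transcreener HTRF reagents after 30 min at room temperature.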
EPAC2 antag = EPAC2 (human) antagonism; Q8WZA2; EPAC2 GEF exchange of Rap1B-BODIPY-GDP, fluorescence; Potency, µM (series often up to 114 µM), for the others: at the top dose activity, negative = inhibition, most hits filed as inhibitors; 0.18% of 360,000 active; AID 720708; further: potency means the concentration at half of the fitted maximal effect; on the % scale 0 is the no-effect control and ±100 the full control effect; nearly all actives have a fitted effect of over 45% in size; many of its hits are not listed in these tables
PLK1 PBD inh = blocks phosphopeptide binding to human PLK1 polo-box domain. Potency, µM, for the others: max response, negative = inhibition, hits mostly inhibitors. 2.8% of 360,000 active. Plk1 PBD binding of FITC phosphopeptide, fluorescence polarization. AID 720504. P53350; further: potency means the concentration at half of the fitted maximal effect; series mostly up to about 57 µM; on the % scale 0 is the no-effect control and ±100 the full control effect; nearly all actives have a fitted effect of over 65% in size
Mm-Cpn inhibitor = inhibitors of Methanococcus maripaludis chaperonin (MmCpn). purified Mm-Cpn ATPase, ADP Transcreener TR-FRET. Potency, µM (top dose mostly 76.9 µM), without a hit: at the highest dose activity, negative = inhibition, most hits filed as inhibitors. 0.031% of 330,000 active. AID 504842; further: potency means the concentration at half of the fitted maximal effect; on the % scale 0 is the no-effect control and ±100 the full control effect; nearly all actives have a fitted effect of over 80% in size
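Purified archaeal chaperonin (25 nM final) was preincubated with compound for 10 min at 37°C, then ATP (10 uM final) was added for 30 min at 37°C in Tris pH 7.4/KCl/MgCl2/DTT buffer. ADP was quantified by HTRF Transcreener TR-FRET.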
EPAC1 antag = blocks human EPAC1 exchange factor; O95398; EPAC1 GEF assay, Rap1b-BODIPY-GDP exchange fluorescence; Potency, µM (highest dose often 115 µM), for the others: at the top dose activity change, negative = inhibition, actives largely listed as inhibitors; 0.14% of 360,000 active; AID 720709;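 further: potency means the concentration at half of the fitted maximal effect; plate controls were vehicle for no effect and positive control for full effect; nearly all actives have a fitted effect of over 50% in size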
PI5P4Ka inh = blocks human PI5P4K alpha kinase activity. P48426. PI5P4Kalpha enzyme, ADP-Glo luminescence, 60 min; stronger effect = lower value. max response, %. 1.2% of 330,000 active; active means max response of -50% or lower; inconclusive means between -30% and -50%; inactive means -30% or higher; further: value at the top dose of about 77 µM; on the % scale 0 is the no-effect control and ±100 the full control effect
Target sequence (P48426 whole entry, looked up): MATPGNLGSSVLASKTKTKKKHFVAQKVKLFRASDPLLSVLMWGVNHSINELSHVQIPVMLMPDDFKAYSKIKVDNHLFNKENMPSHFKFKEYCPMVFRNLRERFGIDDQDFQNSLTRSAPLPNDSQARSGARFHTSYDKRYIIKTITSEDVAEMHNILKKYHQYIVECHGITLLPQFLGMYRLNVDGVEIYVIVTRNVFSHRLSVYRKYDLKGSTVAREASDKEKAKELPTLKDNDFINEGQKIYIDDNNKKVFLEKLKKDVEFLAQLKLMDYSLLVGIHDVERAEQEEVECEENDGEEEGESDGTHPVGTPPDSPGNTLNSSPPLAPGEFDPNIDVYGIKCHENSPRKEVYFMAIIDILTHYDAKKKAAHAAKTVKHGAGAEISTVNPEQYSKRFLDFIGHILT
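Enzyme plus substrate dispensed, test compounds pinned in, then ATP (5 microM final) added. After 60 min at RT, ADP-Glo reagent 1 for 45 min and reagent 2 for 30 min preceded luminescence imaging.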
Starred values were filed as active, the others as inactive; ? = inconclusive; . = no result given; [ ] = another dose, or the depositor's remark. Unless noted, the call rests on the fitted dose curve; in most records, active means well fitted curve in the direction sought with a large enough effect; inconclusive means small, poorly fitted or top-dose-only effect, or another doubt; inactive means no such curve, though single readings can be large; an effect the other way counts as inactive or inconclusive.

SMILES	EPAC1 agonist	WRN helicase inh	CCT modulator	EPAC2 antag	PLK1 PBD inh	Mm-Cpn inhibitor	EPAC1 antag	PI5P4Ka inh
O=C(NCCN1CCN(c2ccccc2F)CC1)c1ccc2nc3ccccc3c(=O)n2c1	-6.9%	4.6%	-1.5	-4.7%	6.4%	-1.2%	-3.7%	0.8
O=C(NCc1ccccc1)c1ccc(Br)cc1Br	4.3%	-27.9%[57.1 µM]	0.1	-2.7%	3.2%	1.0%	1.5%	9.0
COc1ccc(C(=O)NNC(=O)CSc2nc3c(c(=O)n(C)c(=O)n3C)n2C)cc1	-4.4%	1.2%	-2.9	1.2%	?	2.1%	4.4%	1.9
COc1ccc(N2CCN(CCCn3cnc4c(OC)ncnc43)CC2)cc1	8.4%	-4.4%	0.5	-4.4%	-9.0%	.	-11.6%	-4.1
CCOC(=O)c1nnn(-c2nonc2N)c1-c1ccc(Cl)cc1	7.9%	2.1%	-0.6	-8.8%	-8.9%	0.1%	-1.6%	-1.2
Cc1ccc(NS(=O)(=O)c2cc(C(=O)N3CCCC3)ccc2C)cc1C	14.1%	-10.5%	-1.9	0.0%	-14.6%	?	19.1%	3.0
CCc1sc(C(=O)Nc2ccccc2N2CCOCC2)cc1C	-0.7%	-5.6%	1.1	-1.4%	-2.8%	2.1%	-12.9%	-1.0
CCCC(=O)Nc1ccc(C(=O)N/N=C/c2cccnc2)cc1	1.2%	-2.8%	-6.0	6.8%	-4.1%	0.0%	-2.1%	.
C=C(C)CSc1nc2nc(C)cc(C)n2n1	1.1%	-2.3%	-4.0	1.3%	-17.0%	-5.0%	13.5%	.
COc1ccc(NC(=S)NCCCN2CCOCC2)cc1	-6.4%	-11.7%	-1.7	0.3%	4.0%	1.4%	3.9%	-7.4
C[C@H](CO)N1C[C@H](C)[C@@H](CN(C)Cc2ccc(-c3ccccc3)cc2)Oc2c(NC(=O)c3ccncc3)cccc2C1=O	1.3%	-10.6%	0.1	-17.9%	-8.3%	0.3%	-9.6%	0.1
O=C(CN1N=C(C(F)(F)F)CC1(O)c1ccc([N+](=O)[O-])cc1)c1ccccc1 (stereo not given)	8.8%	-7.4%	0.9	-9.8%	-8.4%	1.2%	11.5%	1.0
CC(=O)c1ccc2c3c(ccc(O)c13)CC2	5.6%	-10.1%	-2.6	-0.9%	-6.1%	0.0%	-8.7%	.
COc1cc(C(=S)N2CCCC2)cc(Cl)c1OCC(=O)Nc1ccc(C)cc1C	14.3%	-17.3%	-0.6	-11.8%	8.44µM*	-25.8%	-7.3%	?
CN1C(C(=O)NCc2ccccc2)CC2Cn3c(nc4cc(Cl)c(Cl)cc43)C21 (stereo not given)	-3.0%	-2.5%	0.0	-6.5%	5.1%	1.9%	6.0%	-1.2
O=C(CN1CCN(S(=O)(=O)c2ccccc2)CC1)NCCc1ccccc1	0.2%	-26.8%	-1.7	-28.9%	-15.4%	0.9%	-18.5%	2.7
NS(=O)(=O)c1ccc(N=Nc2c(=O)[nH]n3c(=O)c4c([nH]c23)CCCC4)cc1	5.2%	-21.6%	-1.4	-23.0%	-14.9%	-9.2%	-6.4%	-61.8*
CC(C)(C)OC(=O)C[C@@H]1C/C=C\C[C@H](CC(=O)N[C@H](CO)Cc2ccccc2)C(=O)N[C@@H](Cc2c[nH]c3ccccc23)COC1=O	-21.7%	-3.7%	-0.7	15.0%	-4.9%	-2.7%	-11.2%	-9.4
CSc1nc(Cl)c(Cc2ccc(OC(C)C)cc2)c(N(C)C)n1	6.0%	-2.8%	-1.2	2.2%	3.9%	1.6%	-14.7%	0.2
C=CCN(c1ccc(C(=O)Nc2ccc(NC(C)=O)cc2)cc1)S(C)(=O)=O	12.7%	-32.8%	-4.2	6.6%	21.2µM*	-4.0%	3.0%	?
O=C(NC1=CC(=O)c2ccccc2C1=O)c1ccccc1	7.3%	-14.7%	-2.7	2.6%	?	.	-24.7%	-2.0
COc1cccc(CNC(=O)c2ccc(S(=O)(=O)N3CCCC3)cc2)c1	6.8%	-12.1%	2.4	-5.1%	-1.7%	2.9%	7.6%	0.4
Cc1c(C(=O)NCC(c2ccco2)N2CCCC2)sc2ccccc12 (stereo not given)	-0.8%	2.5%	-0.1	-10.5%	3.5%	0.6%	3.6%	6.4
CC1CCCC(C)N1C(=O)COc1ccc(-c2nnco2)cc1 (stereo not given)	10.5%	0.6%	-0.6	3.1%	1.6%	-2.0%	-5.3%	3.6
Cc1ccccc1NC(=O)C(C)N1C(=O)c2ccccc2C1=O (stereo not given)	-3.7%	0.5%	0.6	19.7%	1.7%	-0.6%	15.0%	1.1

(more compounds)
SMILES	EPAC1 agonist	WRN helicase inh	CCT modulator	EPAC2 antag	PLK1 PBD inh	Mm-Cpn inhibitor	EPAC1 antag	PI5P4Ka inh
CCOc1ccc(NC(=O)CNC(=O)c2nn(-c3ccc(OC)cc3)c(=O)c3ccccc23)cc1	-13.9%	-6.4%	-0.8	-19.2%	-3.4%	0.6%	-10.7%	3.3
Cc1cccc(-c2nc(CS(=O)CC(=O)NCC3CCCO3)c(C)o2)c1 (stereo not given)	5.8%	2.1%	-1.0	10.4%	-11.3%	0.0%	3.7%	2.2
OC(COCc1ccccc1)CN1CCN(c2ccccc2)CC1 (stereo not given)	5.1%	5.5%	-0.1	-4.8%	-12.9%	-0.6%	3.6%	-7.1
CC1CCCC(C)N1CCCNC(=O)c1cc2c(=O)n(C)c3ccccc3c2n1C (stereo not given)	15.5%	-0.8%	-0.6	3.1%	2.5%	-1.7%	-4.6%	3.6
NC(=S)NNC(=O)C12CC3CC(CC(C3)C1)C2	-10.9%	-0.7%	-2.6	0.7%	26.7µM*	0.3%	8.5%	-8.0
COc1ccc(N2CCN(C3CCCN(C(=O)CN4CCCC4=O)C3)CC2)cc1 (stereo not given)	5.0%	-5.0%[57.1 µM]	-6.9	3.5%	-9.0%	3.2%	9.0%	7.9
CCC(=O)N1CCN(c2nc(-c3ccc(Cl)cc3)cs2)CC1	-2.8%	-0.8%	4.4	-4.7%	?	-1.5%	6.3%	3.7
C=CCn1c(SCC(=O)NC2CCCc3ccccc32)nnc1-c1ccncc1 (stereo not given)	-8.7%	2.1%	-7.2	16.8%	2.8%	-2.1%	6.0%	-2.7
Cc1cc2c3c(c1)C1(SCC(=O)N1c1ccc(F)cc1)C(=O)N3C(C)(C)CC2C (stereo not given)	8.4%	-7.7%	-0.5	-8.4%	-7.9%	-8.0%	-4.4%	.
CCOC(=O)C1=C(O)/C(=C/c2ccc(OCC(=O)O)c(OC)c2)SC1=Nc1ccc(OCC)cc1	-7.4%	-8.5%	-9.6	-2.9%	?	-9.8%	-25.0%	?
COCCNC(=O)c1ccc(CS(=O)(=O)c2c(Cl)cccc2Cl)o1	7.1%	-7.2%	-0.4	2.3%	-16.8%	1.3%	-7.6%	-3.0
Cc1cc(S(=O)(=O)Nc2cccc(Cl)c2)c(C)s1	3.3%	-9.6%	-0.9	-27.0%	-4.8%	-1.4%	-7.1%	0.1
COC(=O)c1c(C)[nH]c(O)c1C=Nc1ccc(C#N)cc1	-3.1%	-9.0%	-4.0	0.6%[57.1 µM]	-28.2%	-3.1%	9.7%	-23.4
O=C(COC(=O)c1ccc(F)c(S(=O)(=O)N2CCOCC2)c1)Nc1ccc2[nH]c(=O)[nH]c2c1	3.0%	-24.0%	1.5	2.3%	3.2%	-8.2%	-9.6%	-1.4
C/C(=N\O)c1ccc(Cl)c(Cl)c1	-2.0%	-12.5%	-8.3	-9.4%	0.6%	0.7%	-1.2%	7.1
CCCOc1cccc(/C=N/NC(=O)c2csc(C)c2C)c1	8.3%	-2.4%	-1.0	-2.5%	?	0.7%	-5.5%	-0.5
C[N+](C)(CCOc1ccccc1)Cc1ccccc1	-9.7%	-10.1%	-0.3	-11.9%	-14.1%	.	8.9%	-0.9
CCCNC(=S)N(Cc1cc2cc(C)ccc2n2nnnc12)CC(C)(C)CN(C)C	8.2%	1.8%	0.0	-0.4%	-3.9%	-0.6%	12.0%	1.9
COc1ccc(CC(=O)Nc2ccc(N3CCCCC3)cc2)cc1	-3.1%	-5.9%	-6.4	-13.0%	-20.1%	0.2%	-19.8%	3.1

Only part of the results is shown, so the mix of outcomes need not match the whole.
